Screening data (PubChem)
RAD52 inh: RAD52 (human) annealing inhibition | P43351 | recombinant RAD52 DNA annealing, FRET fluorescence | inhibition, % at 18.7 µM | hit rate 0.46% among 360,000 | AID 651710;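 active = every replicate showing at least 50% inhibition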
RAD54 inh: inhibitors of human RAD54 branch migration. Q92698. RAD54 Holliday junction branch migration, FAM/BHQ fluorescence. inhibition, % at 10.4 µM. hit rate 0.14% among 360,000. AID 602329;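 active = mean normalized replicate activity at least 40 and at least half of replicates scoring 40 or more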;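 also: 0% = median of neutral control wells and 100% = median of positive control wells; inhibitors cause a drop in the FAM fluorescence signal; in these data hits start at about 50%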
ERp5 block: ERp5 (human) disulfide isomerase inhibition; hit rate 0.05% among 350,000; AID 651711; ERp5 insulin aggregation, absorbance 650 nm, 90 min; inhibition, % at 9.99 µM; Q15084;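 active = mean replicate inhibition above about 25%, with every replicate also reaching it, limit read from the data, passing the limit was not always enough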
Target sequence (Q15084 whole entry, looked up): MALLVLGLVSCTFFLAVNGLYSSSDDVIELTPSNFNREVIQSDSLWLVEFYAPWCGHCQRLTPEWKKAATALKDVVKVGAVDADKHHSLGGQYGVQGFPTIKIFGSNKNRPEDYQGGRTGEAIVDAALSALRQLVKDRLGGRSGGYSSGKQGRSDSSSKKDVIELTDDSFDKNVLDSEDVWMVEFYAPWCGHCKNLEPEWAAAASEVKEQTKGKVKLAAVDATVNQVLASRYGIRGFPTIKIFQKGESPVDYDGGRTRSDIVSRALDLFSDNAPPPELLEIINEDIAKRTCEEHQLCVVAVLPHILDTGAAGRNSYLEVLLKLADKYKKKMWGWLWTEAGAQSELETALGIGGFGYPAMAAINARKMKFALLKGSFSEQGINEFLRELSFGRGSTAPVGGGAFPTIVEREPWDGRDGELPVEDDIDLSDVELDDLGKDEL
esBAF inh: blocks esBAF chromatin remodeling in mouse ES cells; Bmi1-luciferase knock-in reporter, 24 h; 100% = twice the neutral-well signal; reporter increase, % at 12.5 µM; hit rate 2% among 350,000; AID 602393; in the data active = activation above about 40%;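 also: 0% = median of the plate's neutral control wells and 100% = double that signal; a rise in the Bmi1 reporter signal indicates esBAF inhibition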
CASP6 VEID inh: inhibitors of human caspase-6 | P55212 | purified caspase-6, Z-VEID-R110 cleavage fluorescence | inhibition, % at 12.5 µM | hit rate 0.53% among 350,000 | AID 686996;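 active = mean inhibition across replicates at least about 35%, with every replicate also reaching that limit, limit read from the data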;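 also: 0% = median of neutral control wells and 100% = no fluorescence left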
Target sequence (P55212 24-179 limits assumed): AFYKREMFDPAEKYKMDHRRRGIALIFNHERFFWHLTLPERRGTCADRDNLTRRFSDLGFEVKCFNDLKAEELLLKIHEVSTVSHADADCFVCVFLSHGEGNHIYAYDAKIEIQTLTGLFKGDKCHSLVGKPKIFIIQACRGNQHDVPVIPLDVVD
Target sequence (P55212 194-293 limits assumed): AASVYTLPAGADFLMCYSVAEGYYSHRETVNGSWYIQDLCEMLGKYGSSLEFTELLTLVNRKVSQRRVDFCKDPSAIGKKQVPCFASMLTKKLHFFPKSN
PglD DTNB: blocks C. jejuni PglD acetyltransferase activity; purified PglD enzyme, DTNB colorimetric CoA detection; inhibition, % at 12.5 µM; hit rate 0.098% among 360,000; AID 602405; in the data active = inhibition above about 16%, passing the limit was not always enough; also: strong numbers were not always called active
E-sel inducer: E-selectin induction on HUVECs; HUVEC E-selectin immunofluorescence imaging; normalized: neutral wells 0, TNF-alpha wells 100; P16581; hit rate 0.37% among 260,000; activation, % at 7.58 µM;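 active = mean E-selectin-positive cell signal at least 10% of the positive control, reached in at least 60% of replicates, without over 20% cell loss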;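 also: in these data hits start at about 27%; measured in HUVEC primary endothelial cells; signal is the percent of cells scored E-selectin positive by PE staining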
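Assay system: HUVEC, human umbilical vein endothelial cells / Amount: 3,000 HUVEC/well / Controls: TNF-alpha positive control, DMSO neutral control / Compound dosing: single concentration / Medium: EGM-2 over gelatin coat / Evaluation: percent E-selectin-positive cells / Signal: immunofluorescence imaging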
ARNT TACC3 PPI: ARNT/TACC3 interaction disruption | AlphaScreen His-ARNT PAS-B/GST-TACC3 binding, luminescence; TACC3 fragment carries E629A point mutation | inhibition, % at 9.99 µM | hit rate 0.66% among 390,000;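 active = mean inhibition of replicates at least 50% and at least half of replicates each reaching 50%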;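 also: 0% = complete ARNT plus TACC3 wells and 100% = ARNT alone without TACC3; many hits fall short of the cut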
The depositor's hits bear a star; . = not tested or not shown.

SMILES	RAD52 inh	RAD54 inh	ERp5 block	esBAF inh	CASP6 VEID inh	PglD DTNB	E-sel inducer	ARNT TACC3 PPI
Cc1c(Cl)cccc1NC(=O)CCCCCN1C(=O)CCC1=O	.	-4	.	3	.	0	.	-3
Cc1ccc(CCN2C(=O)CCC2(C)C(=O)NC2CCCC2)cc1 (centres undefined)	-8	-2	0	-4	-3	5	0.4	-13
Cc1ccccc1C(=O)NC1CCN(CC(=O)Nc2nccs2)CC1	-3	0	1	-3	3	-2	.	4
Cc1cc(CN(C)C(=O)c2ccc3nc(Cc4ccccc4F)oc3c2)n[nH]1	-5	-16	1	.	1	1	.	-9
O=C(N[C@@H]1CC[C@H](CCn2cc(C3(O)CCCC3)nn2)O[C@@H]1CO)c1ccccc1F	0	2	-3	6	1	0	0.1	-16
CCN(CC)c1ccc(NS(=O)(=O)c2ccc3c(c2)oc(=O)n3C)c(C)c1	-12	-11	11	-32	7	-3	0.1	8
Fc1ccc(Nc2nc3ccccc3s2)cc1	-13	2	5	46*	-2	-1	.	-4
CCOc1ccc2nc(NCCNC(=O)Nc3ccccc3)c(C#N)cc2c1	.	11	.	3	.	2	.	-11
CC(C)(C)c1cc(/C=C2\NC(=O)NC2=O)cc(C(C)(C)C)c1O	-20	-2	-1	7	1	-1	.	2
CCOc1cccc2sc(NC(=O)CCS(=O)(=O)c3ccccc3)nc12	-29	-6	4	-2	3	-1	-0.6	8
COc1ccccc1CN(C)CC(=O)Nc1cccc(S(=O)(=O)N2CCCC2)c1	-11	-7	0	9	-2	-2	0.0	3
Oc1ccc(Br)cc1/C=N/Nc1ccccn1	-8	5	1	-71	3	-4	1.6	44*
Cc1cc(NC(=O)CSc2ncnc3sccc23)no1	-10	4	-4	-4	-1	1	.	-1
CCCCOCCCNC(=O)Cc1ccccc1OC	.	-11	.	5	.	-6	.	-3
O=C(c1ccc(O)c(Br)c1)c1cc(Br)ccc1O	0	-9	-1	0	2	-4	1.6	4
CN(CCOc1ccccc1)S(=O)(=O)c1ccccc1C#N	-3	-7	-7	5	-4	-3	.	-2
C[C@H](CO)N1C[C@H](C)[C@H](CN(C)C)Oc2cc(C#Cc3ccccc3F)ccc2S1(=O)=O	-3	8	11	3	-2	-1	-0.1	1
CCC(=O)Nc1ccc2c(c1)C(=O)N(C)[C@H]1CC[C@@H](CC(=O)NCCN3CCCCC3)O[C@H]1CO2	-4	-4	-42	0	-47	-3	0.3	-7
O=C(c1ccc(N2CCCS2(=O)=O)cc1)N1CCN(c2ccccc2)CC1	-8	-3	0	6	0	0	.	-3
CC(NC(=O)c1cnc2ccccc2n1)c1ccccc1 (centres undefined)	-9	1	4	4	0	-2	.	10
CCCc1cc(=O)oc2cc(OCc3cc(OC)c(OC)c(OC)c3)c(Cl)cc12	.	-4	.	0	.	2	.	8
CCCNC(=O)C[C@H]1CC[C@@H]2[C@@H](COc3ccc(NC(=O)Cc4cccs4)cc3C(=O)N2C)O1	.	8	.	7	.	-1	0.1	21
CSCC[C@H](NC(=O)OC(C)(C)C)C(=O)N/N=C/c1cccc2cccnc12	-14	-1	-8	-15	2	-4	9.9	62*
C/C=C/c1ccc(OCC(=O)Nc2cc(Cl)ccc2-n2cncn2)c(OC)c1	-11	7	-7	.	3	3	.	-2
Oc1ccc(Br)cc1CNc1cnc2ccccc2c1	-23	-5	1	4	4	8	0.5	-2
CC[C@]12c3[nH]c4ccc(Cl)cc4c3CCN1C(=O)[C@@H](CC(=O)NCCCN(C)C)C[C@@H]2C(=O)N1CCN(C(=O)C2CC2)CC1	4	2	-1	3	-56	-6	0.0	-3
C[C@@H]1CN([C@@H](C)CO)C(=O)c2cccc(NC(=O)Nc3ccc4c(c3)OCO4)c2O[C@@H]1CN(C)Cc1ccc(Cl)c(Cl)c1	25	2	1	0	2	-8	0.9	11
CCn1c(CCNC(=O)c2ccc(OC)cc2)nnc1SCC(=O)Nc1ccccc1F	-10	-6	3	5	2	0	.	.
COc1cc(CC(=O)NCC2CCCCC2)cc(OC)c1OC	-13	0	4	-6	-2	4	0.0	1
CCC(=O)N1C[C@@H]2[C@H](c3ccccc31)[C@@H](CO)N2Cc1ccccc1F	-9	8	2	1	1	-2	3.1	-5
O=C(N/C(=C\c1cccnc1)c1nc2ccccc2[nH]1)c1cccc(Br)c1	9	.	7	.	4	.	-0.2	-4
CC1CCCCC1NC(=O)NC(=O)COC(=O)c1nccnc1N (centres undefined)	-18	-6	4	-4	-1	2	.	-9
C[C@H]1CN([C@@H](C)CO)C(=O)c2cc(-c3cncnc3)cnc2O[C@H]1CN(C)Cc1ccc(F)cc1	-3	.	-5	.	2	.	0.6	.
CCOC(=O)N1CCN(C(=O)C[C@@H]2C[C@@]3(C(=O)OC)CCCCC=C3N(Cc3ccc4c(c3)OCO4)C2=O)CC1	-4	.	0	.	-2	.	-0.3	.
CNC(=S)N/N=C/c1c(C)cccc1Cl	-4	1	1	0	1	-9	.	-1
COc1ccc(S(=O)(=O)Nc2nc3ccccc3nc2Nc2cccc(C(=O)O)c2)cc1	-21	0	-6	4	3	4	0.0	-18

Reformatted with bars between the fields: part of the list above.
smiles | RAD52 inh | RAD54 inh | ERp5 block | esBAF inh | CASP6 VEID inh | PglD DTNB | E-sel inducer | ARNT TACC3 PPI
COc1cc(CC(=O)NCC2CCCCC2)cc(OC)c1OC | -13 | 0 | 4 | -6 | -2 | 4 | 0.0 | 1
Oc1ccc(Br)cc1CNc1cnc2ccccc2c1 | -23 | -5 | 1 | 4 | 4 | 8 | 0.5 | -2
CC1CCCCC1NC(=O)NC(=O)COC(=O)c1nccnc1N (centres undefined) | -18 | -6 | 4 | -4 | -1 | 2 | . | -9
CCOC(=O)N1CCN(C(=O)C[C@@H]2C[C@@]3(C(=O)OC)CCCCC=C3N(Cc3ccc4c(c3)OCO4)C2=O)CC1 | -4 | . | 0 | . | -2 | . | -0.3 | .
CNC(=S)N/N=C/c1c(C)cccc1Cl | -4 | 1 | 1 | 0 | 1 | -9 | . | -1
C[C@H]1CN([C@@H](C)CO)C(=O)c2cc(-c3cncnc3)cnc2O[C@H]1CN(C)Cc1ccc(F)cc1 | -3 | . | -5 | . | 2 | . | 0.6 | .

Additional entries:
SMILES	RAD52 inh	RAD54 inh	ERp5 block	esBAF inh	CASP6 VEID inh	PglD DTNB	E-sel inducer	ARNT TACC3 PPI
COC(=O)c1ccccc1C(=O)c1c(C)cc(C)cc1C	-25	.	5	.	-2	.	-0.1	.
CC(O)(c1ccc(Cl)cc1)C(c1ccccc1)c1ccccn1 (centres undefined)	-12	.	-10	.	-2	.	-1.4	-3
Cc1noc(C)c1-c1ccc(C(=O)NCC(C)C)c2occc12	0	-7	5	4	3	-6	-0.5	.
O=S1(=O)CC(N2CCN(Cc3ccccc3F)CC2)CN1Cc1cn(Cc2cccc(C(F)(F)F)c2)nn1 (centres undefined)	-17	.	1	.	-2	.	1.6	.
CCOC(=O)C1(C)Oc2ccc(S(=O)(=O)CC)cc2NC1=O (centres undefined)	1	-1	2	-3	2	-2	-0.3	0
CO[C@H]1CN(C)C(=O)c2cc(NS(=O)(=O)c3ccccc3)ccc2OC[C@@H](C)N(Cc2cccnc2)C[C@H]1C	12	-9	-1	-7	-4	1	-0.3	0
CNC(=O)CSc1nnc(-c2ccccc2)n1C	-7	1	-2	-4	-1	-1	.	-3
COc1ccc(Cl)cc1NC(=O)CN(C)C(=O)c1sc2ccccc2c1Cl	14	-2	-7	3	4	-4	0.4	0
CCC(C)(C(=O)NC1CCCC1)N(C)C(=O)c1ccccn1 (centres undefined)	3	.	2	.	-7	.	-0.3	-10
COc1ccc(S(=O)(=O)CCC(=O)NCCc2cccc(C)c2)cc1	2	5	-4	-3	6	-3	.	-8
COc1cc(Cl)ccc1OCc1cc(C(=O)N(C)CCc2c(C)n[nH]c2C)no1	-16	-1	-5	14	-1	1	-1.6	-1
C[C@H](CO)N1C[C@H](C)[C@H](CN(C)Cc2ccccc2)Oc2ccc(NC(=O)CCCCCC(=O)Nc3ccccc3N)cc2C1=O	-20	.	-2	.	-1	.	-0.5	.
Cc1cc(C(=O)CN2C(=O)C(=O)N(C3CCCC3)C2=O)c(C)n1CCc1ccc(F)cc1	-13	4	-3	3	-1	2	-0.5	-6
COc1ccc(N(CC(=O)NC2CC3CCC2C3)S(=O)(=O)c2ccccc2)cc1OC (centres undefined)	-20	5	2	-2	3	-1	.	24
COc1ccc(S(=O)(=O)N(C)C[C@H]2OCCCC[C@H](C)Oc3ccc(NS(C)(=O)=O)cc3C(=O)N([C@H](C)CO)C[C@H]2C)cc1	-10	1	-1	1	3	1	0.4	-11
CNC[C@@H]1Oc2c(NC(=O)c3ccc(-c4nccs4)cc3)cccc2C(=O)N([C@H](C)CO)C[C@H]1C	2	-1	11	-1	-2	-3	0.1	-3
CN(C)C(=O)C[C@@H]1CC[C@H]2[C@H](COc3ccc(NS(=O)(=O)c4cccc(F)c4)cc3C(=O)N2C)O1	-5	-11	4	-2	-2	-1	0.1	-5
COc1ccccc1N1CCN(C(=O)c2ccc(Br)s2)CC1	.	4	.	30	.	3	.	0
Cc1cccc(CN2CCN(CC(=O)NCCCN3CCN(c4ccc(F)cc4)CC3)C2=O)c1	.	3	.	4	.	1	.	-5
COc1ccc(C(=O)N/N=C/c2sc(N3CCOCC3)nc2-c2ccccc2)cc1OC	-29	14	5	1	1	1	2.4	1
COC(=O)C1=C(C)N(C)C(C)=C(C(=O)OC)C1c1ccc(Cl)cc1	.	5	.	-5	.	-3	.	-4
CCC(=O)N(C)C[C@@H]1Oc2ncc(-c3ccc(C(=O)N(C)C)cc3)cc2C(=O)N([C@H](C)CO)C[C@@H]1C	1	-5	1	-10	-1	0	-0.2	-17
S=c1nc(-c2ccccc2)n(-c2ccccc2)[nH]1	-14	0	0	8	2	5	0.4	-17
Cn1cnc(S(=O)(=O)N[C@@H]2C=C[C@@H](CC(=O)Nc3ccccc3)O[C@@H]2CO)c1	3	-11	0	3	1	-2	0.1	-13
CC(C)(C)C1CCC(=NNC(=O)c2ccco2)CC1 (centres undefined)	0	-2	5	.	3	0	0.2	-2
COc1ccc(COCC23N=C4SCCCN4[C@H](c4ccccc4O2)[C@H]3CO[Si](C)(C)C(C)(C)C)cc1	45	10	0	.	0	1	.	5
Cc1cc(C)n2nc(C(=O)NNC(=O)c3ccc(Cl)cc3)nc2n1	6	.	-1	12	0	.	0.2	-5
O=C(NNc1ccccc1F)c1ccccc1	-6	6	0	.	1	0	10	-4
CCN1CCN(c2ccc(NC(=O)c3cc4ccccc4cc3OC)cc2C)CC1	83*	54*	-2	8	-11	2	4.8	16
COc1cc(/C=C2\SC(=Nc3c(C)n(C)n(-c4ccccc4)c3=O)NC2=O)ccc1O	-63	-21	2	.	0	-16	-0.1	-7
Cc1ccnc(NC(=O)c2ccc(Cl)s2)c1	.	9	.	61*	.	3	.	-4
COc1ccccc1CNC(=O)C[C@H]1CC[C@H]2[C@@H](COC[C@H](O)CN2C(=O)Nc2ccccc2)O1	-22	3	-2	0	0	0	0.1	3
Cc1nnc(NC(=O)CN2CCN(Cc3ccccc3)CC2)s1	-8	-6	-1	3	2	-5	0.0	-12
C[C@@]12C(=O)Nc3ccc(Cl)cc3C(=O)N1[C@H]1c3ccccc3OC[C@@H]1[C@@H]2c1ccccc1	.	-4	.	1	.	3	.	32
CC1(C)CC(=O)c2sc(NC(=O)C(C)(C)C)nc2C1	-12	.	4	.	2	.	11	4
C[C@H](CO)N1C[C@H](C)[C@@H](CN(C)S(C)(=O)=O)Oc2cc(C#CC3CCCC3)ccc2S1(=O)=O	9	-1	-2	18	2	0	1.1	-7
Cc1sc2ncnc(N3CCC(C(=O)NNC(=O)COc4cccc(C(F)(F)F)c4)CC3)c2c1C	-30	.	0	.	-5	.	-0.3	.

Exported comma-delimited: part of the list above.
Compound,RAD52 inh,RAD54 inh,ERp5 block,esBAF inh,CASP6 VEID inh,PglD DTNB,E-sel inducer,ARNT TACC3 PPI
Cc1ccnc(NC(=O)c2ccc(Cl)s2)c1,.,9,.,61*,.,3,.,-4
COc1ccccc1CNC(=O)C[C@H]1CC[C@H]2[C@@H](COC[C@H](O)CN2C(=O)Nc2ccccc2)O1,-22,3,-2,0,0,0,0.1,3
